Screening data: PubChem BioAssay, National Center for Advancing Translational Sciences (NCATS)
HTT cytoprotect: qHTS Multiplex Assay to Identify Dual Action Probes in a Cell Model of Huntington: Cytoprotection (ATP) | PC12 HTT-Q103 induced, cytoprotection, ATP luminescence, 40 h | Potency, µM (highest dose often 56.4 µM), for inactives: cytoprotection (ATP increase), actives largely listed as activators | 230,000 tested, 0.14% active;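 further: % of control where 0% means no effect; nearly all actives have a fitted effect of over 45% in size; toxic huntingtin expression switched on by the ecdysone agonist tebufenozide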
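Compounds were screened for protection of PC12 cells against cell death after tebufenozide induction (100 nM final) of mutant Huntingtin exon 1 (Q103) fused to GFP.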
GoLoco inh red: qHTS Assay for Inhibitors of RGS12 GoLoco Motif Activity (Red Fluorophore) | AID 880, 2007 | Gai1:RGS12 GoLoco peptide FP, rhodamine, 10 min | Guanine nucleotide-binding protein G(i) subunit alpha-1 (Homo sapiens), P63096 | 230,000 tested, 0.44% active | Potency, µM (doses to about 61.6 µM), without a hit: at the top dose activity, negative = inhibition, actives largely listed as inhibitors; active means well fitted inhibition curve with a large enough effect, not every such curve was filed as active; inactive means no such curve, though single readings can be large or run the other way; further: on the % scale 0 is the no-effect control and ±100 the full control effect; nearly all actives have a fitted effect of over 30% in size; many of its hits are not listed in these tables
Target sequence (P63096 whole entry, looked up): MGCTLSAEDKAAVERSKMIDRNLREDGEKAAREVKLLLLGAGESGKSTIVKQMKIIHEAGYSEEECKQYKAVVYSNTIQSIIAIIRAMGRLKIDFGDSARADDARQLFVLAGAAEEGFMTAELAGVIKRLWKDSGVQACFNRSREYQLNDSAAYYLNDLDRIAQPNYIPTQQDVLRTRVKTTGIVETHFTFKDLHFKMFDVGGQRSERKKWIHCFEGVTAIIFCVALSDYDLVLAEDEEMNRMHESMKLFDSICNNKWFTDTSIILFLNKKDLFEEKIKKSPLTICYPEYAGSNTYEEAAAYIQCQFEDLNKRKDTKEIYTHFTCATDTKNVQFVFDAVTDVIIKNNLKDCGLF
GAA glycogen mod: qHTS Assay for Inhibitors and Activators of Human alpha-Glucosidase Cleavage of Glycogen | recombinant GAA, glycogen substrate, Amplex Red glucose oxidase fluorescence | Potency, µM (titrated, usually from 76.4 µM), for inactives: at the highest dose activity change, negative = inhibition, most hits filed as inhibitors | 300,000 tested, 0.38% active | AID 2100, 2009;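 further: 0% = full enzyme reaction and -100% = no-enzyme basal signal; the screen sought inhibitors and activators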
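Recombinant human enzyme (4 nM); glycogen substrate; 37 C, 40 min, pH 5.0. Readout: coupled glucose oxidase/Amplex Red fluorescence.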
GAA inhib: qHTS Assay for Inhibitors of Human alpha-Glucosidase as a Potential Chaperone Treatment of Pompe Disease; purified human GAA, 4-MU-alpha-glucoside fluorescence; Potency, µM (series often up to 76.9 µM), for inactives: top-dose activity change, negative = inhibition, hits mostly inhibitors; 200,000 tested, 0.005% active; AID 1466, 2008;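 further: plate controls were uninhibited enzyme wells for no effect and no-enzyme background for full effect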
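qHTS format, compound range up to 77 uM. Human lysosomal enzyme at 4 nM, 400 uM 4-MU glucoside substrate, pH 5.0, 20 min room temperature; fluorescence after alkaline stop gives activity normalized to controls.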
IMPase Li cell: qHTS Assay for Identifying the Cell-Membrane Permeable IMPase Inhibitors: Potentiation with Lithium; CHO-M1 cells, IP1 TR-FRET (IP-One), carbachol + lithium; Potency, µM (series often up to 59.4 µM), for the others: at the highest dose activity, negative = IMPase inhibition, usual class: inhibitors; 210,000 tested, 0.35% active;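 further: IP1 builds up when IMPase is blocked and the TR-FRET signal falls; plate controls were basal vehicle for no effect and high inhibitor control for full effect; nearly all actives have a fitted effect of over 50% in size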
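IP1 accumulation measured by competitive TR-FRET in lysed CHO-M1 cells after 30 min compound exposure at 37C, with a small lithium addition to potentiate weak responses. Hill-equation AC50 from ratio and donor-channel data.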
aGlu spleen mod: qHTS Assay for Inhibitors and Activators of Human alpha-Glucosidase From Spleen Homogenate | human spleen homogenate, 4-MU-alpha-glucoside fluorescence | Potency, µM (titrated, usually from 79.9 µM), without a hit: at the highest dose activity change, negative = inhibition, hits mostly inhibitors | 240,000 tested, 0.006% active | Lysosomal alpha-glucosidase (Homo sapiens), P10253;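 further: 0% = enzyme with vehicle and -100% = no enzyme basal signal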
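Human spleen homogenate (1 ug) incubated with compounds and 1 mM 4-methylumbelliferyl-alpha-D-glucopyranoside in pH 5.0 citrate/phosphate buffer, 37 C, 40 min. Stopped at pH 10; 4-MU fluorescence (Ex 365/Em 440 nm); AC50 by Hill fit.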
HttQ103 aggreg: qHTS Multiplex Assay to Identify Dual Action Probes in a Cell Model of Huntington: Aggregate Formation (GFP). AID 1688, 2009. 220,000 tested, 1.1% active. PC12 HttQ103-GFP aggregates, Acumen cytometry, 40 h. Potency, µM (doses to about 46.1 µM), for the others: top-dose activity change, negative = inhibition, actives largely listed as inhibitors; further: on the % scale 0 is the no-effect control and ±100 the full control effect; nearly all actives have a fitted effect of over 60% in size
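PC12 cells stably carrying ecdysone-inducible HTT exon 1 Q103–GFP were induced with tebufenozide (100 nM final) and treated with library compounds in titration. GFP aggregates in lysates were counted by laser scanning cytometry.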
* = called active by the depositor; [ ] = another dose, or the depositor's remark. Unless noted, the call rests on the fitted dose curve; in most records, active means well fitted curve in the direction sought with a large enough effect; inconclusive means small, poorly fitted or top-dose-only effect, or another doubt; inactive means no such curve, though single readings can be large; an effect the other way counts as inactive or inconclusive. Potency means the concentration at half of the fitted maximal effect.

`COc1ccccc1-c1noc(-c2ccccc2C(=O)N2CCOCC2)n1` gave HTT cytoprotect -7%, GoLoco inh red -4%, GAA glycogen mod 5%, GAA inhib -13%, IMPase Li cell -13%[38.3 µM], aGlu spleen mod 1% and HttQ103 aggreg 17%.
Cc1ccc(S(=O)(=O)NNC(=O)C2COc3ccccc3O2)cc1C (centres undefined) was read as HTT cytoprotect -5%, GoLoco inh red -12%, GAA glycogen mod 5%, GAA inhib 11%, IMPase Li cell -7%, aGlu spleen mod -1% and HttQ103 aggreg 10%.
For NC(=O)C[C@@H]1N[C@]2(C(=O)Nc3ccccc32)[C@@H]2C(=O)N(C3CCCCC3)C(=O)[C@H]12 the results were HTT cytoprotect -15%, GoLoco inh red -7%, GAA glycogen mod 14%, GAA inhib 0%, IMPase Li cell -2%[38.3 µM], aGlu spleen mod -2% and HttQ103 aggreg 3%.
Screening CCCCN(C)CCCNC(=O)c1cc(=O)[nH]c2ccc(S(=O)(=O)N3CCCCC3C)cc12 (centres undefined) returned HTT cytoprotect -11%, GoLoco inh red 2%, GAA glycogen mod 7%, GAA inhib 3%, IMPase Li cell -1%, aGlu spleen mod -7% and HttQ103 aggreg -7%.
Screening O=C(NCc1ccc2c(c1)OCO2)Oc1ccccc1 returned HTT cytoprotect 1%, GoLoco inh red 0%, GAA glycogen mod 13%, GAA inhib -3%, IMPase Li cell -25%[38.3 µM], aGlu spleen mod 3% and HttQ103 aggreg inconclusive.
For CCN(CC)c1ccc2c(C)c(CN3CCOCC3)c(=O)oc2c1 the results were HTT cytoprotect -20%[10 µM], GoLoco inh red -9%, GAA glycogen mod 1%, GAA inhib inconclusive, IMPase Li cell 3%[38.3 µM], aGlu spleen mod 13% and HttQ103 aggreg inconclusive.
COc1cc(-c2noc(CCCC(=O)NCc3ccco3)n2)cc(OC)c1OC was read as HTT cytoprotect 1%[10 µM], GoLoco inh red -10%, GAA glycogen mod -3%, GAA inhib -1%, IMPase Li cell 5%, aGlu spleen mod -10% and HttQ103 aggreg 12%.
Cc1cc(C)c2c(=O)cc(C(F)(F)F)oc2n1 was read as HTT cytoprotect 13%, GoLoco inh red 13%, GAA glycogen mod 1%, GAA inhib 1%, IMPase Li cell 0%, aGlu spleen mod 7% and HttQ103 aggreg 18%.
Screening CCc1cc(CNC(=O)CCc2nnc(Cc3cccc(C)c3)o2)on1 returned HTT cytoprotect 13%[10 µM], GoLoco inh red 6%, GAA glycogen mod 2%, GAA inhib 1%, IMPase Li cell 1%, aGlu spleen mod 1% and HttQ103 aggreg -1%[9.22 µM].
Screening O=C(CN1C(=O)NC2(CCSC2)C1=O)NCc1ccccc1 (centres undefined) returned HTT cytoprotect -29%, GoLoco inh red 11%, GAA glycogen mod -15%, GAA inhib -8%, IMPase Li cell 0%, aGlu spleen mod -3% and HttQ103 aggreg 11%.
For COc1cccc(-c2ccc3ncnc(NCc4ccccc4)c3c2)c1 the results were HTT cytoprotect -241%[inhibitor], GoLoco inh red 1%, IMPase Li cell 16% and aGlu spleen mod 9%.
CCCOc1ccc(Cl)cc1CN1CCOCC1 was read as HTT cytoprotect -4%, GoLoco inh red 0%, GAA glycogen mod -3%, GAA inhib 3%, IMPase Li cell -1%[38.3 µM], aGlu spleen mod 2% and HttQ103 aggreg 3%.

The final two entries of the part above open the next one:
For COc1cccc(-c2ccc3ncnc(NCc4ccccc4)c3c2)c1 the results were HTT cytoprotect -241%[inhibitor], GoLoco inh red 1%, IMPase Li cell 16% and aGlu spleen mod 9%.
CCCOc1ccc(Cl)cc1CN1CCOCC1 was read as HTT cytoprotect -4%, GoLoco inh red 0%, GAA glycogen mod -3%, GAA inhib 3%, IMPase Li cell -1%[38.3 µM], aGlu spleen mod 2% and HttQ103 aggreg 3%.
`CCOC(=O)N/N=C(\C)c1ccc(C)o1` gave HTT cytoprotect -27%, GoLoco inh red -4%, GAA glycogen mod -1%, GAA inhib 3%, IMPase Li cell -3%, aGlu spleen mod -5% and HttQ103 aggreg 16%.
`CCc1nc2ccccc2c(C(=O)OCC(=O)Nc2cccc(S(=O)(=O)N3CCOCC3)c2)c1C` gave HTT cytoprotect -69%[inhibitor], GoLoco inh red 9%, GAA glycogen mod -21%, GAA inhib -13%, IMPase Li cell -2%[38.3 µM], aGlu spleen mod -1% and HttQ103 aggreg inconclusive.
CCOCC(=O)OCC(=O)Nc1cc(OC)c([N+](=O)[O-])cc1C was read as HTT cytoprotect -5%[10 µM], GoLoco inh red 2%, GAA glycogen mod 2%, GAA inhib -1%, IMPase Li cell 11%, aGlu spleen mod 11% and HttQ103 aggreg 4%.
`O=c1[nH]c(CSc2ncc(C(F)(F)F)cc2Cl)nc2ccccc12` gave HTT cytoprotect -50%, GoLoco inh red 13%, GAA glycogen mod 2%, GAA inhib -7%, IMPase Li cell 1%, aGlu spleen mod 6% and HttQ103 aggreg -4%[9.22 µM].
`CC1CCCC(NC(=O)COC(=O)[C@@H]2CC(O)CN2S(=O)(=O)c2ccc3c(c2)OCCO3)C1C` (some centres undefined) gave HTT cytoprotect 8%[1.9 µM], GoLoco inh red -42%, GAA glycogen mod -3%, GAA inhib -13%, IMPase Li cell 9%, aGlu spleen mod -1% and HttQ103 aggreg 0%.
For Oc1ccccc1-c1nc(NCCN2CCOCC2)c2ccccc2n1 the results were HTT cytoprotect -35%, GoLoco inh red 10%, GAA glycogen mod -1%, GAA inhib 2%, IMPase Li cell -9%[38.3 µM], aGlu spleen mod 7% and HttQ103 aggreg -16%.
`N#Cc1ccccc1/C=C/C(=O)N1CCOCC1` gave HTT cytoprotect -18%[10 µM], GoLoco inh red -9%, GAA glycogen mod 5%, GAA inhib 11%, IMPase Li cell -4%, aGlu spleen mod -7% and HttQ103 aggreg -9%[9.22 µM].
Screening C(=N\Nc1ccccc1)/c1ccc(N2CCOCC2)cc1 returned HTT cytoprotect -44%[inhibitor], GoLoco inh red 4%, GAA glycogen mod inconclusive, GAA inhib -3%, IMPase Li cell -2%[38.3 µM], aGlu spleen mod -5% and HttQ103 aggreg -11%.
`COc1ccccc1-c1nn2c(-c3ccccc3Cl)nnc2s1` gave HTT cytoprotect -18%, GoLoco inh red 5%, GAA glycogen mod 4%, GAA inhib 1%, IMPase Li cell 3%[38.3 µM], aGlu spleen mod 0% and HttQ103 aggreg 9%.
`CCOC(=O)c1[nH]c(C)c(/C(O)=C2\C(=O)C(=O)N(CCN(C)C)C2c2ccco2)c1C` (centres undefined) gave HTT cytoprotect -34%, GoLoco inh red 7%, GAA glycogen mod 3%, GAA inhib -4%, IMPase Li cell -3%[38.3 µM], aGlu spleen mod -2% and HttQ103 aggreg -7%.
Screening COc1ccc(F)cc1S(=O)(=O)n1nnc2ccccc21 returned HTT cytoprotect 4%[10 µM], GoLoco inh red 15%, GAA glycogen mod -5%, GAA inhib -14%, IMPase Li cell 11%, aGlu spleen mod 1% and HttQ103 aggreg 0%[9.22 µM].
Screening O=C(C1CCN(S(=O)(=O)c2ccc(Br)s2)CC1)N1CCN(C2CCCCC2)CC1 returned HTT cytoprotect 17%, GoLoco inh red -1%, GAA glycogen mod -8%, GAA inhib -23%, IMPase Li cell 7%, aGlu spleen mod -9% and HttQ103 aggreg -25%.
Screening CC(C)(C)NC(=O)Cn1nnnc1-c1nonc1N returned HTT cytoprotect -10%[10 µM], GoLoco inh red 0%, GAA glycogen mod -9%, GAA inhib 2%, IMPase Li cell 29%[38.3 µM], aGlu spleen mod -9% and HttQ103 aggreg -11%.
`Cc1[nH]n(-c2ccccc2)c(=S)c1C=NCCCN=Cc1c(C)[nH]n(-c2ccccc2)c1=S` gave HTT cytoprotect -40%[10 µM], GoLoco inh red -37%, GAA glycogen mod inconclusive, GAA inhib 5%, IMPase Li cell 3%, aGlu spleen mod 1% and HttQ103 aggreg 5%.
COC(=O)CSc1nnc(CNS(=O)(=O)c2ccc(Cl)cc2)n1C was read as HTT cytoprotect 0%, GoLoco inh red 3%, GAA glycogen mod 3%, GAA inhib -1%, IMPase Li cell 3%[38.3 µM], aGlu spleen mod 5% and HttQ103 aggreg 15%.
For Cc1cc(C)c(N)c(C(=O)O)c1 the results were HTT cytoprotect 3%[10 µM], GoLoco inh red 3%, GAA glycogen mod -5%, aGlu spleen mod 1% and HttQ103 aggreg 2%[9.22 µM].
`CCCCc1c(C)nc(N)[nH]c1=O` gave HTT cytoprotect -6%, GoLoco inh red 2%, GAA glycogen mod 2%, GAA inhib 6%, IMPase Li cell -27%[38.3 µM], aGlu spleen mod -1% and HttQ103 aggreg 12%.
For Cc1ccc(-n2c(Cc3cccc4ccccc34)n[nH]c2=S)c(C)c1 the results were HTT cytoprotect inconclusive, GoLoco inh red 10%, GAA glycogen mod -4%, GAA inhib -6%, IMPase Li cell 6%, aGlu spleen mod 4% and HttQ103 aggreg 9%.
CCOc1ncccc1C(=O)Nc1ccc(Cl)c(S(=O)(=O)N2CCCC2)c1 was read as HTT cytoprotect -11%, GoLoco inh red 28%, GAA glycogen mod 6%, GAA inhib 0%, IMPase Li cell 4%, aGlu spleen mod 3% and HttQ103 aggreg -24%.
`CC(=O)Cc1nsc(NC(=O)c2ccc(COc3ccc(C)cc3)o2)n1` gave HTT cytoprotect -22%, GoLoco inh red 10%, GAA glycogen mod -7%, GAA inhib inconclusive, IMPase Li cell 6%[38.3 µM], aGlu spleen mod -2% and HttQ103 aggreg 11%[9.22 µM].
`O=C(NNC(=O)C1CCN(Cc2ccccc2)CC1)c1cccc(Cl)c1` gave HTT cytoprotect 13%[10 µM], GoLoco inh red 4%, GAA glycogen mod 3%, GAA inhib 0%, IMPase Li cell 21%[38.3 µM], aGlu spleen mod -7% and HttQ103 aggreg 10%.
`CC(C)CC(NC(N)=O)C(=O)OCC(=O)Nc1ccc(SC(F)F)cc1` (centres undefined) gave HTT cytoprotect -21%, GoLoco inh red 1%, GAA glycogen mod -8%, GAA inhib inconclusive, IMPase Li cell -7%, aGlu spleen mod -2% and HttQ103 aggreg -24%.
Screening Cc1ccc2cc3c(nc2c1)N(Cc1ccco1)CC3 returned HTT cytoprotect 2%[0.074 µM], GoLoco inh red -1%, GAA glycogen mod 4%, GAA inhib 11%, IMPase Li cell 29%[38.3 µM], aGlu spleen mod -2% and HttQ103 aggreg -22%.

These rows are one share of the data; rates above refer to the full screens.
